Screening results as filed in PubChem BioAssay.
D2 PAM: positive allosteric modulators of human D2 dopamine receptor; AID 485347; 340,000 tested, 0.34% active; HEK293 T-REx D2, calcium flux, EC20 dopamine potentiation; potentiation, % at 10 µM;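 active means potentiation over 3 SD above the plate norm, cut at about 30% in these data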; further: 0% is about no effect
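Primary screen. Calcium kinetics in induced HEK293 T-REx D2 cells: compound pre-addition 180 s, EC20 dopamine, 180 s more.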
D1 PAM: potentiators of human D1 dopamine receptor. 360,000 tested, 0.036% active. HEK293 TREx D1 cells, calcium flux, dopamine EC20 potentiation. potentiation, % at 10 µM. AID 504651. P21728; in the data active means potentiation above about 30%; further: 0% is about no effect
Target sequence (P21728 whole entry, looked up): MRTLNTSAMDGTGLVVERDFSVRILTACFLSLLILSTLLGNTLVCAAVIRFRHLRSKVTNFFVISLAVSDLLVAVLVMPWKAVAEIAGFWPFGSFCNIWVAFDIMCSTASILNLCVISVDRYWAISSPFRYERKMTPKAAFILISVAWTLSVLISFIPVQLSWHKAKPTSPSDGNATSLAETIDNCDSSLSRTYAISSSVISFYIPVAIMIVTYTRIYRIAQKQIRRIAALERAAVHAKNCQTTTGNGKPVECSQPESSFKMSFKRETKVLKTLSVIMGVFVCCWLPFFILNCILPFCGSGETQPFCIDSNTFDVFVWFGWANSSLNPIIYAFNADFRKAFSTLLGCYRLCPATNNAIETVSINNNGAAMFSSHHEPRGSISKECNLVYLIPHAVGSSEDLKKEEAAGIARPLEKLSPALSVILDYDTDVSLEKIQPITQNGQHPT
Vif-A3G inh: Vif-A3G binding inhibition. HeLa A3G-eYFP + Vif (tagged APOBEC3G with the HIV-1 protein that degrades it), YFP fluorescence, overnight. Potency, µM (series often up to 46.1 µM), for the others: at the highest dose activity, negative = active, hits mostly inhibitors. 410,000 tested, 0.076% active;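 further: potency means the concentration at half of the fitted maximal effect; on the % scale 0 is the no-effect control and ±100 the full control effect; nearly all actives have a fitted effect of over 60% in size; hits raise eYFP signal because A3G escapes Vif-driven loss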
Target sequence (Q9HC16 whole entry, looked up): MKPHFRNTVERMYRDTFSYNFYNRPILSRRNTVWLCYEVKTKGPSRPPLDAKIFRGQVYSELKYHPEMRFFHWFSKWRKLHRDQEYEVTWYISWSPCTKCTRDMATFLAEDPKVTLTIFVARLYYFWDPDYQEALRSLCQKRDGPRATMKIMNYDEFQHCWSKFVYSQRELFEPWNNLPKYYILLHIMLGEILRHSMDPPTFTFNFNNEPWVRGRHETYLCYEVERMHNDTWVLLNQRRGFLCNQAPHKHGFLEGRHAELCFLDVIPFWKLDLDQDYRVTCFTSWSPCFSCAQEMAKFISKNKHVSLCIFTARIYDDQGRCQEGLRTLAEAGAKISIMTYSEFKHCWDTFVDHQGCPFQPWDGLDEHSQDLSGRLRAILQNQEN
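Read-out is eYFP fluorescence (Ex 488/Em 500-530) from Vif-expressing HeLa A3G-eYFP cells; more signal means A3G escaped Vif-mediated degradation. Cells plated overnight, compound pinned in, incubated overnight at 37 deg C.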
GRP78 ERSR act: inducers of ER stress response in human glioma cells; U87-MG GRP78 promoter luciferase reporter, 16 h; Potency, µM, without a hit: at the highest dose activation, usual class: activators; 420,000 tested, 0.02% active; AID 602332; further: potency means the concentration at half of the fitted maximal effect; series mostly up to about 76 µM; % of control where 0% means no effect; nearly all actives have a fitted effect of over 35% in size
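ERSR induction read as luciferase luminescence (Bright-Glo, 10 min at room temperature) in stably transfected human U87-MG glioma cells exposed to compounds for 16 h, using GRP78 as sensor.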
D1 antag: blocks dopamine activation of the human D1 receptor; P21728; HEK293 TREx D1 cells, calcium flux, dopamine EC80; active compounds read low; activity change, negative = inhibition, % at 10 µM; 360,000 tested, 3.2% active; in the data active means activity change below about -30%; further: on the % scale 0 is the no-effect control and ±100 the full control effect
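Antagonism measured as reduced calcium response to an EC80 dopamine addition following 180 s compound pre-read; cells were inducible HEK293 Trex D1 plated overnight at 30 C, read kinetically at 1 cycle/sec.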
RXFP1 ag: agonists of human relaxin receptor RXFP1; Q9HBX9; HEK293T-RXFP1 cAMP TR-FRET, 30 min; response scale: percent of porcine relaxin response, buffer zero; Potency, µM (highest dose often 57.5 µM), without a hit: top-dose activation, actives largely listed as activators; 370,000 tested, 0.3% active; further: potency means the concentration at half of the fitted maximal effect; on the % scale 0 is the no-effect control and ±100 the full control effect; nearly all actives have a fitted effect of over 60% in size; many of its hits are not listed in these tables
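HEK293T cells stably expressing RXFP1 were pretreated with the PDE4 inhibitor Ro 20174, exposed to compounds for 30 min at 37C, lysed, and cAMP was read by TR-FRET. Data normalized to buffer (basal) and 29 nM porcine relaxin (100%).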
LDHA block: blocks human lactate dehydrogenase A. P00338. activity change, % (values are at about 110 or 230 µM). 480,000 tested, 0.15% active. purified LDHA, NADH/diaphorase-resazurin fluorescence; active compounds read low; in the data active means activity change below about -30%; inconclusive means mostly about -25% to -30%;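 further: plate controls were DMSO wells for no effect and wells without enzyme for full effect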
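Human LDH5 at 2 nM final in Tris HCl pH 7.4 with 0.06 mM NADH and 0.2 mM pyruvate, reacted 5 minutes at room temperature. Remaining NADH coupled via diaphorase/resazurin; resorufin fluorescence read at 0 and 20 minutes, normalized to enzyme-free and DMSO wells.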
Vif-A3F inh: blocks the Vif interaction with APOBEC3F. HeLa A3F-eYFP + Vif (tagged APOBEC3F with the HIV-1 protein that degrades it), YFP fluorescence increase. Potency, µM (series often up to 46.1 µM), inactives show top-dose activity, negative = active. 390,000 tested, 0.2% active; further: potency means the concentration at half of the fitted maximal effect; % of control where 0% means no effect; nearly all actives have a fitted effect of over 65% in size
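HeLa cells stably expressing A3F-eYFP plus Vif, plated and incubated overnight at 37 deg C, then exposed to compounds overnight at 37 deg C. Blocked degradation read as raised yellow fluorescence (Ex 488/Em 500-530).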
D1 ag: agonists of human D1 dopamine receptor; activation, % at 2 µM; 360,000 tested, 1% active; P21728; AID 504660; HEK293 T-REx D1 cells, calcium flux, agonist mode; in the data active means activation above about 30%; further: 0% is about no effect
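Agonism was scored from calcium flux recorded over 180 s (1 read/s) after pintool compound addition, following a 10-cycle baseline. Cells were inducible force-coupled HEK293 TREx D1, plated overnight at 30 C and loaded with no-wash calcium dye.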
Starred values were filed as active, the others as inactive; ? = inconclusive; / = no result given; & = joins results of further samples. Unless noted, the call rests on the fitted dose curve; in most records, active means well fitted curve in the direction sought with a large enough effect; inconclusive means small, poorly fitted or top-dose-only effect, or another doubt; inactive means no such curve, though single readings can be large; an effect the other way counts as inactive or inconclusive. An excerpt; the hit share may differ from the screen's.

molecule,D1 antag,Vif-A3F inh,Vif-A3G inh,D2 PAM,GRP78 ERSR act,RXFP1 ag,D1 PAM,D1 ag,LDHA block
Cc1ccc(CN(Cc2cc3cc(C)ccc3[nH]c2=O)C(=O)N2CCOCC2)cc1,5,-6%,0%,5,-3%,-2.1%,3,0,-4
Cc1ccc(SCCNC(=S)Nc2ccc(C)c(C)c2)cc1,-22,-9%,9%,-3,3%,1.0%,-4,2,-9
COc1ccc(NC(=O)Cn2nc(C(=O)O)c3ccccc3c2=O)cc1S(=O)(=O)N1CCCCC1,/,-1%,-1%,/,-3%,/,/,/,-10
CCCCNc1nc2ccccc2n1CC(=O)Nc1c(C)cccc1CC,13,3%,-9%,4,-2%,0.1%,-2,3,-1
CC(C)CN(C(=O)CCC(=O)OCC(=O)NCCc1ccccc1)c1c(N)n(CC(C)C)c(=O)[nH]c1=O,-6,2%,0%,11,-1%,-1.0%,-11,2,-9
Cc1ccc(NC(=O)c2nc(S(C)(=O)=O)ncc2N(Cc2cccc(F)c2)Cc2ccco2)cc1C,5,-10%,?,6,-1%,0.3%,0,21,-11
COc1ccc(CCNC(=O)c2sc3ccccc3c2Cl)cc1OC,-25,-18%,4%,/,-4%,3.5%,-8,2,0
CC(C)(C)SCCNC(=O)c1ccccc1,5,1%,1%,6,-2%,3.5%,1,0,-5
Cc1ccc(S(=O)(=O)N2CN(Cc3ccco3)c3nc4ccccc4nc32)cc1C,10,3%,1%,-2,-1%,0.9%,-3,3,-1
Cc1ccc(CCP(=O)(O)CN2CCOCC2)cn1,-5,-1%,1%,2,-3%,1.2%,3,4,-3
COC(=O)CCC(C)C1CCC2C3C(OC(C)=O)CC4CC(O)CCC4(C)C3CC(O)C12C (configuration not stated),/,-7%,-1%,/,-2%,/,/,/,-2
Cc1ccc(S(=O)(=O)N2CCN(C(=O)C3CCN(C(=O)c4ccc(F)cc4)CC3)CC2)c(C)c1,-20,?,-7%,-1,0%,-0.1%,-6,13,-7
COc1ccc(S(=O)(=O)Nc2cccc3c2O[C@H](CN(C)C(=O)Nc2ccc4c(c2)OCO4)[C@@H](C)CN([C@H](C)CO)C3=O)cc1,/,4%,0%,/,-4%,/,/,/,0
CC(C)(C)OC(=O)N[C@H](C(=O)OC(C)(C)C)c1ccc2c(c1)OCO2,/,1%,-2%,-8,-5%,1.0%,-1,-4,-1
Cn1c(=O)n(C)c2cc(/C=N/NC(=O)c3ccncc3)ccc21,-1,/,/,0,/,6.2%,-3,-1,/
Cc1ccc(S(=O)(=O)N(C)C[C@H]2Oc3cc(Br)ccc3S(=O)(=O)N([C@H](C)CO)C[C@@H]2C)cc1,/,-8%,0%,/,-6%,/,/,/,1
CN(C)CCCN(C(=O)c1cccs1)c1nc2cc3c(cc2s1)OCO3,14,-15%,4%,-1,1%,4.1%,-2,1,-7
COc1ccc(CNCc2ccc3c(c2)OCO3)cc1Br,-2,6%,-4%,-16,-2%,-0.6%,-4,11,-16
O=C(NCc1ccccc1)c1ccc2c(c1)nc1n2CCOC1,-2,-14%,-1%,11,1%,5.7%,2,0,0
O=C(Nc1nc(=O)n(C(=O)C2CC2)s1)c1ccccc1,19,0%,-10%,-3,3%,0.1%,-3,2,-12

Entries of single compounds, looked up by structure. Order of values: D1 antag, Vif-A3F inh, Vif-A3G inh, D2 PAM, GRP78 ERSR act, RXFP1 ag, D1 PAM, D1 ag, LDHA block
`Cn1c(=O)n(C)c2cc(/C=N/NC(=O)c3ccncc3)ccc21` is listed as -1, /, /, 0, /, 6.2%, -3, -1, /
`CC(C)(C)OC(=O)N[C@H](C(=O)OC(C)(C)C)c1ccc2c(c1)OCO2` is listed as /, 1%, -2%, -8, -5%, 1.0%, -1, -4, -1

(further entries)
molecule,D1 antag,Vif-A3F inh,Vif-A3G inh,D2 PAM,GRP78 ERSR act,RXFP1 ag,D1 PAM,D1 ag,LDHA block
O=C(CSc1nc(-c2ccc(F)cc2)cc(C(F)(F)F)n1)Nc1ccc2c(c1)OCO2,6,-4%,-5%,0,-2%,0.0%,-4,5,-5
COc1ccc(CCOC(=O)c2cccc(NC(C)=O)c2)cc1,-13,-13%,-3%,-2,0%,2.1%,-3,6,1
Cc1ccc(-c2cccc(C3CC=CC4C3C(=O)N(Cc3ccccc3)C4c3ccc(C(F)(F)F)cc3)c2)cc1 (configuration not stated),-6,0%,3%&8%,-5,-3%&-5%,-1.8%,-3,2,-7
CCC(CC)C(=O)Nc1cccc(/C(C)=N/NC(=O)c2c(Br)cnn2C)c1,-20,1%,-3%,17,-3%,0.8%,4,2,0
Cc1c(Cl)sn(-c2ccc(Cl)cc2)c1=O,-22,6%,-13%,7,-13%,-0.3%,-8,6,-12
Cc1noc(C)c1NC(=O)N(C)C[C@H]1OCCCC[C@@H](C)Oc2ccc(NC(=O)c3ccccc3)cc2C(=O)N([C@H](C)CO)C[C@@H]1C,/,-3%,-5%,/,-2%,/,/,/,-8
Cc1ccc(C2C3=C(CCCC3=O)Nc3nc(SCC(=O)NCc4ccco4)[nH]c(=O)c32)cc1 (configuration not stated),-20,3%,-1%,-7,-1%,2.8%,-12,3,-2
NC(N)=NS(=O)(=O)c1ccc(N/C=C\C(=O)c2ccncc2)cc1,-3,16%,-1%,-2,-4%,2.9%,-2,3,4
COc1ccc2sc(-c3ccccc3OC)c(-c3ccc(OCCN(C)C)cc3)c2c1,/,6%,-7%,/,0%,/,/,/,0
Cc1cccc(N(CC(N)=O)S(C)(=O)=O)c1C,7,1%,0%,11,-7%,-0.4%,-8,3,-4
COC(=O)c1cn[nH]c1NC(=S)Nc1ccc(Cl)c(Cl)c1,-26,1%,-2%,0,-5%,-0.8%,0,4,4
COc1ccc(NS(=O)(=O)c2ccc(C)c(C(=O)NC3CCN(Cc4ccccc4)CC3)c2)cc1,-11,-6%,-1%,-24,-3%,-0.1%,-10,16,-2
N#Cc1ccc(CN2CCN(C(=O)C3CC(=O)N(c4ccccc4F)C3)CC2)cc1 (configuration not stated),/,-2%,-7%,/,-2%,/,/,/,-19
CC(C)CNC(=O)c1cccc2c1-c1ccccc1C2=O,4,0%,1%,19,-1%,-0.3%,9,2,-4
COc1ccc(CN(C(=O)c2oc3ccc(F)cc3c2C)C2CCS(=O)(=O)C2)cc1 (configuration not stated),8,1%,-9%,10,-5%,0.0%,4,4,-4
N#Cc1c(N)n[nH]c1Cc1cccc2ccccc12,/,4%,0%,/,-1%,/,/,/,0
COc1cc2ccc(=O)oc2c(O[C@@H]2O[C@H](CO)[C@@H](O)[C@H](O)[C@H]2O)c1O,9,0%&-1%,-2%&-1%,7,-1%&-3%,16%,1,2,4&2
CN(C)C=NCCn1c(N2CCOCC2)nc2c1c(=O)n(C)c(=O)n2C,24,-8%,-2%,-6,2%,0.6%,0,-1,0
CCN(CC)C(=O)CSc1nnc(CCN)o1,-16,-13%,-1%,2,-3%,0.5%,-9,3,-3
COCc1cc(C)nc2oc(C(=O)c3ccccc3)c(N)c12,-7,2%,-3%,/,-2%,1.5%,-1,0,3

Some of the entries above, reformatted:
> CC(C)(C)SCCNC(=O)c1ccccc1
  D1 antag: 5; Vif-A3F inh: 1%; Vif-A3G inh: 1%; D2 PAM: 6; GRP78 ERSR act: -2%; RXFP1 ag: 3.5%; D1 PAM: 1; D1 ag: 0; LDHA block: -5

> Cc1ccc(S(=O)(=O)N2CN(Cc3ccco3)c3nc4ccccc4nc32)cc1C
  D1 antag: 10; Vif-A3F inh: 3%; Vif-A3G inh: 1%; D2 PAM: -2; GRP78 ERSR act: -1%; RXFP1 ag: 0.9%; D1 PAM: -3; D1 ag: 3; LDHA block: -1

> Cc1ccc(CCP(=O)(O)CN2CCOCC2)cn1
  D1 antag: -5; Vif-A3F inh: -1%; Vif-A3G inh: 1%; D2 PAM: 2; GRP78 ERSR act: -3%; RXFP1 ag: 1.2%; D1 PAM: 3; D1 ag: 4; LDHA block: -3

> COC(=O)CCC(C)C1CCC2C3C(OC(C)=O)CC4CC(O)CCC4(C)C3CC(O)C12C (configuration not stated)
  D1 antag: /; Vif-A3F inh: -7%; Vif-A3G inh: -1%; D2 PAM: /; GRP78 ERSR act: -2%; RXFP1 ag: /; D1 PAM: /; D1 ag: /; LDHA block: -2

Following part
molecule,D1 antag,Vif-A3F inh,Vif-A3G inh,D2 PAM,GRP78 ERSR act,RXFP1 ag,D1 PAM,D1 ag,LDHA block
CC(=O)c1ccccc1NC(=O)Cn1c(=O)cnc2ccccc21,6,-3%,0%,10,-1%,0.2%,0,2,-2
O=C(O)c1sc(Nc2ccccc2)nc1-c1ccccc1,-24,1%,2%,3,1%,-0.2%,0,0,-12
COC(=O)c1cc(NC(=O)CSc2ncn[nH]2)ccc1Cl,-44*,2%,0%,12,8%,-1.7%,-4,1,-2
CC(Oc1ccc(Cl)cc1Cl)c1nc(-c2ccc(NC(=O)c3cccnc3)cc2)no1 (configuration not stated),-20,-16%,-24%,9,4%,-1.2%,-2,3,4
Cc1ccnc(SCc2ccc(C(=O)O)cc2)n1,6,13%,-4%,2,-7%,4.2%,-3,0,-10
COc1ccc(CCNC(=O)CN(c2cc(C)cc(C)c2)S(=O)(=O)c2c(C)noc2C)cc1OC,14,-4%,-4%,-2,-5%,-1.0%,0,-1,0
COc1cccc(NC(CNS(=O)(=O)c2ccc(C)cc2)c2ccccc2)c1 (configuration not stated),-7,/,/,-4,/,2.1%,-2,2,5
CC[C@]12c3[nH]c4cc(CCC(=O)N(C)C)ccc4c3CCN1C(=O)[C@@H](CC(=O)NCCN1CCOCC1)C[C@@H]2C(=O)N1CCN(C(=O)C2CC2)CC1,/,-4%,0%,/,-4%,/,/,/,-2
O=C(Cc1cccc(NC(=O)C2CCN(C(=O)c3ccccc3)CC2)c1)Nc1cccc(C(=O)N2CCOCC2)c1,/,2%,-5%,/,-2%,/,/,/,-1
CN(C)c1nc(OCCNC(=O)Nc2ccccc2)nc(N2CCCCC2)n1,6,-2%,-4%,-6,-4%,2.5%,-3,3,-2
